Pf growth 48h – inhibits P. falciparum growth in the first generation, 48 h; Potency, µM (highest dose often 28.7 µM), for inactives: top-dose activity change, negative = inhibition, most hits filed as inhibitors; AID 504832; actives 5.9% (n = 310,000); P. falciparum luciferase growth in erythrocytes, 48 h; further: potency means the concentration at half of the fitted maximal effect; on the % scale 0 is the no-effect control and ±100 the full control effect
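In quantitative HTS format, infected erythrocytes bearing luciferase-reporter parasites were treated for a single generation at 37 C. Luminescence after adding detection reagent served as the growth measure.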
Pf growth 96h – P. falciparum growth inhibition at 96 hours. P. falciparum luciferase reporter growth, 96 h. Potency, µM (series often up to 28.7 µM), without a hit: at the top dose activity change, negative = inhibition, most hits filed as inhibitors. actives 6.9% (n = 320,000). AID 504834; further: potency means the concentration at half of the fitted maximal effect; on the % scale 0 is the no-effect control and ±100 the full control effect
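Parasite growth measured via integrated firefly luciferase reporter in P. falciparum. Infected erythrocytes at 2% hematocrit, 0.05% parasitemia final were treated 96 hours at 37 C under 5% CO2, and luminescence was read.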
LmPK inh – inhibitors of Leishmania mexicana pyruvate kinase; Potency, µM (top dose mostly 57.5 µM), inactives show at the top dose activity change, negative = inhibition, usual class: inhibitors; purified LmPK, Kinase-Glo ATP luminescence, 1 h; actives 0.37% (n = 290,000); further: potency means the concentration at half of the fitted maximal effect; on the % scale 0 is the no-effect control and ±100 the full control effect
Target sequence (Q27686 whole entry, looked up): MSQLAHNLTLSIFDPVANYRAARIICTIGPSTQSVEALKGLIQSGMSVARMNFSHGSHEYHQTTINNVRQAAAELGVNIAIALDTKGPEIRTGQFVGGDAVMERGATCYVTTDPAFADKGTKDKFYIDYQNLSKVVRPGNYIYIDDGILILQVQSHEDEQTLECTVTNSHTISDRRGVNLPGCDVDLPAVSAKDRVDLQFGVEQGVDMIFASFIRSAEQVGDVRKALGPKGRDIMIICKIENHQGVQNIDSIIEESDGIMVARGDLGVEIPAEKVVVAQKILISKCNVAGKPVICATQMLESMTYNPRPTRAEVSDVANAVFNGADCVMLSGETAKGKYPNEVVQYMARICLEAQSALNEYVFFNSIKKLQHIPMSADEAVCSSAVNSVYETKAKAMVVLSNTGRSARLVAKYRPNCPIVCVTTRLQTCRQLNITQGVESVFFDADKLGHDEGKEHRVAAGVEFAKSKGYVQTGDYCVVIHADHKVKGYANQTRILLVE
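ATP generated from ADP (0.1 mM) and PEP (0.5 mM) by 0.1 nM LmPK over 1 h at room temperature (pH 7.2 imidazole buffer) was detected by coupled luciferase luminescence. Values were normalized to uninhibited and no-enzyme wells.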
AmpC no deterg – blocks E. coli AmpC beta-lactamase in detergent-free assay; P00811; AmpC nitrocefin hydrolysis, absorbance 480 nm, 0.0001% Triton; Potency, µM (top dose mostly 57.1 µM), for inactives: at the highest dose activity change, negative = inhibition, actives largely listed as inhibitors; actives 0.52% (n = 330,000); AID 485341;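 further: potency means the concentration at half of the fitted maximal effect; plate controls were no compound for no effect and no enzyme for full effect; nearly all actives have a fitted effect of over 20% in size; some results filed as inactive show a strong effect at the top dose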
Target sequence (P00811 whole entry, looked up): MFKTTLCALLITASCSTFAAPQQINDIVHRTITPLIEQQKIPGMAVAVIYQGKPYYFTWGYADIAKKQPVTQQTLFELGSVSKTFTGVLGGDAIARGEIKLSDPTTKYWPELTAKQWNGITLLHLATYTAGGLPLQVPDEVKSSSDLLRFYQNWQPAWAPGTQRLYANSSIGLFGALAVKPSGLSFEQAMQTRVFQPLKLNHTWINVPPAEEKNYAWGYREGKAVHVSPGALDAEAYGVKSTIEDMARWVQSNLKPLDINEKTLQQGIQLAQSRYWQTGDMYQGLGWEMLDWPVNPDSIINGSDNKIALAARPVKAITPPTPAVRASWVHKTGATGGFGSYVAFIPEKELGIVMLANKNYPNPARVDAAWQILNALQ
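20 mM phosphate pH 7.0 + 0.01% (detergent screen) or 0.0001% Triton X-100; 5.3 nM AmpC reagent; cpd preinc 15 min RT; nitrocefin (800 uM stock) to start; A480 q20 s × 4 min; Activity was normalised to no-enzyme and no-compound control wells.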
Tb PYK inh – T. brucei pyruvate kinase inhibition; actives 0.12% (n = 410,000); TbPYK enzyme, Kinase-Glo Plus ATP luminescence, 45 min; AID 624173; Potency, µM (doses to about 76.8 µM), for the others: at the highest dose activity, negative = inhibition, most hits filed as inhibitors; further: potency means the concentration at half of the fitted maximal effect; on the % scale 0 is the no-effect control and ±100 the full control effect; nearly all actives have a fitted effect of over 50% in size
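Activity of T. brucei pyruvate kinase was followed by Kinase-Glo Plus luminescence after the enzyme reacted 45 min at room temperature with 130 uM ADP (final) and substrate. Test compounds were added before ADP at multiple concentrations.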
Cycloheximide cs – affects cycloheximide protein synthesis inhibition readout, counter-screen | cell reporter, cycloheximide protein synthesis inhibition counterscreen | max response, % | actives 12% (n = 300,000); in the data active means max response mostly above about 13%, no sharp cut-off; inactive means mostly below about 14%; further: read at 38.3 µM for the half of the compounds with a filed dose; 0% is about no effect
Shiga inhibitor – Shiga toxin inhibition. actives 9.2% (n = 290,000). Vero cells, Shiga toxin protein synthesis inhibition reporter. AID 2315. inhibition, % at 38.7 µM; in the data active means inhibition mostly above about 28%, no sharp cut-off; inactive means mostly below about 43%; further: 0% is about no effect
* marks the source's active call; other numbers are inactive results; ? = inconclusive; . = no result given; [ ] = another dose, or the depositor's remark. Unless noted, the call rests on the fitted dose curve; in most records, active means well fitted curve in the direction sought with a large enough effect; inconclusive means small, poorly fitted or top-dose-only effect, or another doubt; inactive means no such curve, though single readings can be large; an effect the other way counts as inactive or inconclusive.

SMILES | Pf growth 48h | Pf growth 96h | LmPK inh | AmpC no deterg | Tb PYK inh | Cycloheximide cs | Shiga inhibitor
Cc1ccc(/C=N\Nc2cn[nH]c(=O)c2Cl)cc1 | 94%[activator] | . | -2% | -10% | 0% | 38* | 107
CC(=O)NNC(=S)NCCc1ccccc1 | 5% | -4% | 4% | -3%[11.4 µM] | -1% | 5 | 5
COc1ccc(CCNC(=O)CC(Cc2ccccc2)C(=O)O)cc1OC (stereo not drawn) | 22% | -2% | 7% | 1% | 1% | 9 | 2
CCOC(=O)c1[nH]c(C)c(C(=O)OCC(=O)N2CCCCC2C)c1C (stereo not drawn) | -11% | . | 12% | 48% | 1% | 4 | 8
CCSc1nnc(-c2sc3nnc(-c4ccccc4)c(-c4ccccc4)c3c2N)o1 | ? | ? | -5% | -20% | 7% | 1 | -15
Cc1ccc(COC(=O)c2cccc(S(=O)(=O)N3CCCCCC3)c2)cc1 | ? | ? | . | -23% | 2% | . | .
COc1cccc(Nc2nnc(SCc3nc4ccccc4s3)s2)c1 | 146%[activator] | 64%[activator] | -1% | ? | -18% | 65* | 109*
Cc1cccn2cc(CCNS(=O)(=O)c3ccc4c(c3)OCCO4)nc12 | -12% | 11% | 2% | -19% | 3% | 6 | -13
CCN(CC)S(=O)(=O)c1ccc(-n2cnc3cc(C)c(C)cc32)nc1 | ? | ? | 7% | 65%[activator] | 5% | -2 | -16
CC(=O)Oc1ccc(C2(C)CC(C)(C)NC(=S)N2C)c(OC(C)=O)c1 (stereo not drawn) | 58%[activator] | 12% | 0% | -4% | 2% | -5 | -5
CC(C)(C)n1nc2c(c1NC(=O)C1CC(=O)N(c3ccc(Cl)cc3)C1)CS(=O)(=O)C2 (stereo not drawn) | -15% | ? | 0% | 0% | 0% | -3 | -6
CCCN[C@@H]1C(=O)N2C(C(=O)OCCC)=C(C)CS[C@H]12 | 22% | ? | 7% | -27% | 2% | -1 | -5
CC(C)C(=O)NCCc1nc2ccccc2n1CCCOc1ccc(Cl)cc1 | ? | ? | 4% | 142%[activator] | -1% | 2 | -9
COC(=O)C(NC(C)=O)(Nc1cc(C)ccn1)C(F)(F)F (stereo not drawn) | 0% | 81%[activator] | -11% | -9% | 1% | -2 | -7
O=C(CNC(=O)c1[nH]cnc1C(=O)N[C@@H](Cc1ccccc1)C(=O)OCc1ccccc1)OCc1ccccc1 | 10% | 2% | 1% | -24% | 4% | 5 | -8
O=C(Nc1c[nH]c2c(Cl)cccc2c1=O)N1CCN(c2ccccn2)CC1 | 22% | ? | 4% | -21% | 3% | 16* | 28
COc1cc(CN2CCCC(CO)(Cc3cccc(Cl)c3)C2)cc(OC)c1O (stereo not drawn) | ? | ? | -10% | 26% | 0% | 0 | -6
Cc1c(C(=O)O)c(-c2ccccc2)nn1-c1ccccc1 | 1% | 2.9µM* | 4% | -12% | 2% | 1 | 8
COc1cc(/C=C2/SC(=S)N(c3c(C)n(C)n(-c4ccccc4)c3=O)C2=O)ccc1O | -14% | 28% | -13% | 147%[activator] | -19% | -2 | -16
O=C(OCC(=O)N1CCc2ccccc21)c1ccccc1F | 121%[activator] | -9% | -3% | -21% | -5% | 45* | 113*
CCCC(=O)Nc1ccccc1-c1nnn(CC(=O)Nc2ccc(OC)cc2)n1 | -3% | 36%[activator] | 8% | -10% | 5% | 1 | -6
CCCC(=O)N1CCN(c2ccc(NC(=O)C(C)(C)C)cc2Cl)CC1 | -11% | ? | -5% | 29% | 2% | 13 | 10
O=C1C(=O)N(CCCO)C(c2ccccc2)/C1=C(\O)c1ccc(Br)cc1 (stereo not drawn) | -15% | 295%[activator] | 1% | -14% | -4% | 1 | .
CCOc1ccc2c(c1)C(c1cccs1)=NNC(c1cccnc1)=N2 | -23% | -19% | -2% | -2%[11.4 µM] | -2% | 10 | 0

The closing 2 entries of the section before come first, to join the parts:
SMILES | Pf growth 48h | Pf growth 96h | LmPK inh | AmpC no deterg | Tb PYK inh | Cycloheximide cs | Shiga inhibitor
O=C1C(=O)N(CCCO)C(c2ccccc2)/C1=C(\O)c1ccc(Br)cc1 (stereo not drawn) | -15% | 295%[activator] | 1% | -14% | -4% | 1 | .
CCOc1ccc2c(c1)C(c1cccs1)=NNC(c1cccnc1)=N2 | -23% | -19% | -2% | -2%[11.4 µM] | -2% | 10 | 0
C(=N\NC1=NCCN1)/c1ccncc1 | -11% | ? | 0% | -5% | 2% | 4 | -3
Cc1cc(NC(=O)CSc2nnc(-c3ccncc3)n2N)ccc1Br | 1% | -24% | 1% | -5% | -10% | -2 | 25
Cc1ccc(-n2ncc3c2CC(C)(C)CC3NC(=O)Cc2c(C)noc2C)cc1 (stereo not drawn) | ? | 0% | 0% | 110%[activator] | -8% | 2 | -7
Cn1cc(C=O)c(-c2ccc3c(c2)OCCCO3)n1 | 6% | 1% | -6% | -10% | 0% | 44* | 83*
CC(C)OC(=O)CC1C(=O)NCCN1C(=S)NC(=O)c1ccccc1Cl (stereo not drawn) | 6% | ? | -2% | -15% | -16% | -2 | -3
CCn1c(SC)nnc1-c1nn(-c2ccccc2)ccc1=O | -4% | -5% | -1% | -6% | 1% | 0 | -8
O=C(Nc1ccc(N2CCN(C(=O)c3ccc(Cl)cc3)CC2)cc1)c1ccc(Br)o1 | ? | . | 5% | -6% | -4% | -1 | -10
S=C(S)N1CCCC1 | 10µM* | ? | . | -16% | -14% | . | .
CC1CCN(C(=O)c2ccc(S(=O)(=O)Cc3cccc(F)c3)c([N+](=O)[O-])c2)CC1 | -29% | ? | -3% | -13% | -1% | -1 | 1
CC1(C(=O)NCc2ccc(F)cc2)Oc2ccccc2NC1=O (stereo not drawn) | 70%[activator] | -85% | 4% | 7% | -8% | 6 | 20
COc1ccc([N+](=O)[O-])cc1NC(=O)CCN1CCN(c2ccccc2OC)CC1 | ? | 16% | -4% | 0% | 3% | -2 | -8
CC(NC(=O)c1ccc(S(=O)(=O)N(C)C)cc1)c1ccc(-n2ccnc2)cc1 (stereo not drawn) | 6% | -16% | -2% | -6% | -5% | -3 | 1
COc1cccc(NC(=O)CSc2nncn2N)c1 | 25% | ? | -1% | 6% | -25% | 8 | 22
O=C(N/N=C\c1ccc([N+](=O)[O-])s1)C1COc2ccccc2O1 (stereo not drawn) | ? | -10% | -10% | 111%[activator] | 9% | 1 | 3
O=[N+]([O-])c1cnc(Nc2ccccc2)nc1Nc1ccccc1 | 12% | -1% | 0% | -15% | -3% | 18 | 0
CN1CCN(C(=O)c2cc3nc(-c4ccc(Cl)cc4)cc(C(F)(F)F)n3n2)CC1 | . | 4% | 4% | -1% | -3% | -2 | -11
CC(C)Oc1ccc(/C=C(\NC(=O)/C=C/c2ccco2)C(=O)NCCc2nc3ccccc3[nH]2)cc1 | -15% | 34%[activator] | -3% | -3% | -14% | 6 | 14
O=C(COC(=O)c1ccco1)Nc1ccc2c(c1)OCCO2 | 0% | -15% | -14% | -23% | 4% | 56* | 79*
N=c1c[n+](N2CCOCC2)[n-]o1 | -6% | 3% | -15% | -21% | -14% | -1 | -13
O=C(NCCOc1ccccc1F)C1CC(=O)N(c2ccc3c(c2)OCCO3)C1 (stereo not drawn) | 5% | 3% | . | -6% | 2% | . | .
Cc1cc(NC(=O)CSc2nnc(Cc3ccccc3)n2C)no1 | -11% | . | 5% | -11% | 4% | -3 | -5
O=C(NC(NC(=S)Nc1cccc(C(=O)O)c1)C(Cl)(Cl)Cl)OCc1ccccc1 (stereo not drawn) | -2% | ? | -1% | -17% | 5% | 19* | 29
COc1cc(NC(=S)NCCCN2CCOCC2)c(OC)cc1NC(=O)c1ccco1 | 44%[activator] | -14% | 1% | -6% | -4% | -3 | -1
CCc1ccc(C(=O)NNC(=O)c2cccc(S(=O)(=O)N3CCN(C)CC3)c2)cc1 | ? | 8% | . | -23% | 5% | . | .

4 of the compounds above, in CSV form.
smiles,Pf growth 48h,Pf growth 96h,LmPK inh,AmpC no deterg,Tb PYK inh,Cycloheximide cs,Shiga inhibitor
CC(C)Oc1ccc(/C=C(\NC(=O)/C=C/c2ccco2)C(=O)NCCc2nc3ccccc3[nH]2)cc1,-15%,34%[activator],-3%,-3%,-14%,6,14
O=C(COC(=O)c1ccco1)Nc1ccc2c(c1)OCCO2,0%,-15%,-14%,-23%,4%,56*,79*
N=c1c[n+](N2CCOCC2)[n-]o1,-6%,3%,-15%,-21%,-14%,-1,-13
O=C(NCCOc1ccccc1F)C1CC(=O)N(c2ccc3c(c2)OCCO3)C1 (stereo not drawn),5%,3%,.,-6%,2%,.,.

New compounds follow.
SMILES | Pf growth 48h | Pf growth 96h | LmPK inh | AmpC no deterg | Tb PYK inh | Cycloheximide cs | Shiga inhibitor
CN1C=CC=C/C1=C(\C#N)c1nc2ccccc2[nH]1 | . | 24% | 13% | -13% | 2% | -2 | -13
COC(=O)c1ccc(N2CCN(C)CC2)c(NC(=O)c2cccnc2)c1 | 18% | ? | -9% | -6% | 1% | 19 | 40
COCCN(C(=O)Cn1nnc2ccccc21)C(C(=O)NC1CCCC1)c1cccc(OC)c1OC (stereo not drawn) | ? | -6% | 3% | 24% | 8% | -2 | -8
CCOc1ccccc1N1CC(C(=O)Nc2ccccc2CC)CC1=O (stereo not drawn) | 0% | 7% | 3% | 2% | 0% | -2 | -4
Cc1ccc(C(=O)OCC(=O)Nc2ccc3[nH]c(=O)[nH]c3c2)o1 | 27% | 71%[activator] | . | 4% | -15% | . | .
CN(C(=O)Nc1ccc(Cl)cc1Cl)C1CCCC1 | 150%[activator] | 42%[activator] | 6% | -18% | -13% | 18* | 44*
COc1ccc(-n2nc(C(=O)Nc3ccc4c(c3)OCO4)c3c4ccccc4n(C)c3c2=O)cc1 | ? | 70%[activator] | 5% | -15% | -4% | -3 | -14
CCOCCCNC(=O)C(c1ccccc1)N(Cc1ccc2c(c1)OCO2)C(=O)c1ccccc1O (stereo not drawn) | ? | ? | 8% | 44% | 1% | -3 | -8
Nc1nc(SCC(=O)Nc2ccc([N+](=O)[O-])cc2)[nH]c(=O)c1NC(=O)c1ccc(Br)cc1 | 12% | ? | -13% | -19% | 0% | -1 | -1
CC(OC(=O)CCN=C1NS(=O)(=O)c2ccccc21)C(=O)Nc1ccccc1F (stereo not drawn) | 5% | 42%[activator] | . | -12% | 2% | . | .
COC(=O)[C@@H]1[C@@H]2C[C@H]3c4[nH]c5cc(OC)ccc5c4CCN3C[C@@H]2C[C@H](OC(=O)/C=C\c2cc(OC)c(OC)c(OC)c2)[C@H]1OC | 5.1µM* | ? | . | . | -4%[33.2 µM] | . | .
CC12CCC(C(=O)Nc3ccc4c(c3)OCCO4)(OC1=O)C2(C)C (stereo not drawn) | 53%[activator] | . | 8% | -18% | -18% | 47* | 94*
O=C(NCC1CCCO1)c1ccc2c(c1)N(Cc1ccccc1)C(=O)CS2 (stereo not drawn) | 15% | 10% | -3% | 4% | -5% | 10 | -1
COc1ccccc1N1CCN(C(=O)c2oc3ccc(Br)cc3c2C)CC1 | 18% | -6% | -3% | 120%[activator] | 1% | 4 | 10
COc1ccc(C2NC(=O)NC(c3ccccc3)=C2c2nc3ccccc3s2)cc1 (stereo not drawn) | ? | . | 0% | 15% | 0% | 10 | -34

High-throughput results deposited in PubChem BioAssay by National Center for Advancing Translational Sciences (NCATS).

Random draw from the library. About 22% of those tested had a hit in this group.
